Screening results from PubChem.
GLP-1R agonist: GLP-1 receptor (human) agonism; P43220; HEK293 GLP-1R CRE-luciferase, luminescence, 4-6 h; cells express a hypersensitive GLP-1R form; Potency, µM (highest dose often 45.6 µM), inactives show at the highest dose activation, actives largely listed as activators; hit rate 0.007% among 380,000; AID 624172; also: potency is read from the fitted curve at half-maximal effect; % of control where 0% means no effect
aSyn rescue: inhibitors of alpha-synuclein toxicity in yeast; Yeast expressing alpha-synuclein, growth rescue, BacTiter-Glo, 24 h; Potency, µM (doses to about 46.1 µM), inactives show top-dose growth rescue (activation), most hits filed as activators; hit rate 0.14% among 370,000; AID 652106; also: potency is read from the fitted curve at half-maximal effect; % of control where 0% means no effect; nearly all actives have a fitted effect of over 65% in size
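Rescue of yeast growth: cells expressing toxic alpha-synuclein, induced in galactose at OD600 0.02, incubated with compound 24 h at 30 C. ATP luminescence quantified growth; inhibitors of toxicity appear as activators.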
KB-V1 MDR tox: kills drug-selected multidrug resistant KB-V1 cells | Potency, µM (top dose mostly 46.1 µM), for the others: at the top dose activity change, negative = cytotoxicity, hits mostly cytotoxic | KB-V1 MDR cells viability, CellTiter-Glo, 72 h | hit rate 3.4% among 400,000; also: potency is read from the fitted curve at half-maximal effect; % is scaled to controls: 0 for no effect and ±100 for the full control effect; nearly all actives have a fitted effect of over 60% in size
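Readout: CellTiter-Glo luminescence, 10 min after addition. Cells: KB-V1 MDR subline, 72 h at 37 degrees C with compound. Analysis: corrected, normalized data fitted to concentration-effect curves.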
GLP1R inv ag: inverse agonists of human GLP-1 receptor; P43220; HEK293 GLP-1R CRE-luciferase, luminescence, 24 h; GLP-1R form is constitutively active; Potency, µM (doses to about 38.3 µM), inactives show at the top dose activity change, negative = inhibition, most hits filed as inhibitors; hit rate 1.6% among 410,000; also: potency is read from the fitted curve at half-maximal effect; % is scaled to controls: 0 for no effect and ±100 for the full control effect; nearly all actives have a fitted effect of over 55% in size
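Inverse agonism was detected as reduced cAMP-driven luciferase luminescence after 24 h compound treatment. The cells were HEK293 clones expressing constitutively active human GLP-1R with the reporter. Reporter-only and GPR119 cell lines served as counterscreen controls.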
DRD3 agonist: activates the human D3 dopamine receptor; P35462; D3R DiscoveRx beta-arrestin cells, luminescence, 90 min; max activation, %; hit rate 0.58% among 410,000; AID 652048; in the data active = max activation above about 30%; also: 0% is about no effect; mostly tested at two doses, the higher about 12 µM
Target sequence (P35462 whole entry, looked up): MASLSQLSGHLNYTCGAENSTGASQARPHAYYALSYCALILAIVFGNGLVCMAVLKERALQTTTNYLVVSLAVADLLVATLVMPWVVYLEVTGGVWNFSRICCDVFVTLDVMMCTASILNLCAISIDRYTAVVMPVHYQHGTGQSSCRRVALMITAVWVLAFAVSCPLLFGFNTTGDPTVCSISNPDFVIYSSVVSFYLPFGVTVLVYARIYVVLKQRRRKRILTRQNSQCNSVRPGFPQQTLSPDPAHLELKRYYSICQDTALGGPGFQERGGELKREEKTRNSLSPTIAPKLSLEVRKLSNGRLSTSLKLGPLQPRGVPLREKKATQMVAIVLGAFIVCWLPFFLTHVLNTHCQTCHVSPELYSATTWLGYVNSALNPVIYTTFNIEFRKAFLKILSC
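Cells at 1500/well, incubated overnight, then treated with pinned compounds (dopamine as control) for 90 min at 37 degrees C. DiscoveRx reagent added for 30 - 60 minutes at room temperature; luminescence read.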
HEK293 tox: cytotoxic in the GLP-1 receptor inverse agonist counter-screen | hit rate 0.13% among 410,000 | Potency, µM (titrated, usually from 38.3 µM), for the others: at the top dose activity change, negative = inhibition, hits mostly inhibitors | AID 624418 | HEK293 cAMP-luciferase reporter cells, luminescence, 24 h;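 also: loss of luciferase light is scored as toxicity; potency is read from the fitted curve at half-maximal effect; % is scaled to controls: 0 for no effect and ±100 for the full control effect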
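A 23 nL compound transfer followed 12 hours of cell culture at 37 deg C; exposure then lasted 24 hr. Luciferase assay detection reagent was dispensed and plates read for luminescence after a 12 min room-temperature wait.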
PTHR1 agonist: agonists of human PTHR1 parathyroid hormone receptor; hit rate 0.075% among 410,000; Q03431; Potency, µM (top dose mostly 115 µM), for inactives: at the top dose activation, hits mostly activators; AID 743266; HEK293 GP2 PTHR1 cells, GloSensor cAMP luminescence, 1 h; also: potency is read from the fitted curve at half-maximal effect; nearly all actives have a fitted effect of over 55% in size; some results filed as inactive show a strong effect at the top dose; inactives centre near -15; many of its hits are not listed in these tables
Target sequence (Q03431 whole entry, looked up): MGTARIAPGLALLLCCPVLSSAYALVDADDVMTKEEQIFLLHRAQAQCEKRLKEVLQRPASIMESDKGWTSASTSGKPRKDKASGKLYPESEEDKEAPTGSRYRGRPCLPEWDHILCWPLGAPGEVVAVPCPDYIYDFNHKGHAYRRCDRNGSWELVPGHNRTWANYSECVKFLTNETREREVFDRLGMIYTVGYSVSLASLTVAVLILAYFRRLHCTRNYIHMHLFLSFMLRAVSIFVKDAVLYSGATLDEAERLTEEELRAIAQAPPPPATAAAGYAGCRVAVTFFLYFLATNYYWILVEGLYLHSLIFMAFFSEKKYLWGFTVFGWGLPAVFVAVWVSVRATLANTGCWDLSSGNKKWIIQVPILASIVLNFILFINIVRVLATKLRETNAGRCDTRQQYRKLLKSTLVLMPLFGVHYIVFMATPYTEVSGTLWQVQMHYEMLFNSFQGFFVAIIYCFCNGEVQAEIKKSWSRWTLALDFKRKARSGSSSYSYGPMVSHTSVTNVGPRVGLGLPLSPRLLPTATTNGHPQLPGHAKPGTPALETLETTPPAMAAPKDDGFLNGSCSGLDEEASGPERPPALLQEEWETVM
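HEK-293-derived GP2 cells expressing PTHR1 and a GloSensor cAMP reporter, 3,000/well, plated overnight, given luciferin plus IBMX (each 0.5 mM as added) for 1 h at 37 °C, then compound for 1 h at 37 °C. Luminescence was read after 15 min at room temperature.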
TDP-43 yeast inh: inhibitors of TDP-43 toxicity in yeast. TDP-43 expressing yeast growth rescue, BacTiter-Glo, 24 h. Potency, µM (highest dose often 46.1 µM), for the others: at the top dose growth rescue (activation), actives largely listed as activators. hit rate 1.8% among 410,000. AID 652104; also: potency is read from the fitted curve at half-maximal effect; % of control where 0% means no effect; nearly all actives have a fitted effect of over 50% in size
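Galactose-induced TDP-43 yeast, OD600=0.02, compound pinned; 24 hr, 30 deg C; BacTiter-Glo luminescence for growth. Inhibitors of TDP-43 toxicity read as activators.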
DRD3 antagonist: D3 dopamine receptor (human) antagonism. D3R cells, DiscoveRx beta-arrestin luminescence, antagonist mode; stronger effect = lower value. max response, negative = inhibition, %. hit rate 2.5% among 360,000; in the data active = max response below about -50%; inconclusive = no clear call, values can overlap the other calls; also: % is scaled to controls: 0 for no effect and ±100 for the full control effect; mostly tested at two doses, the higher about 12 µM
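Cells plated overnight at 1500 cells/well, then exposed to library compounds with dopamine controls for 90 minutes at 37 degrees C. DiscoveRx reagent added for 30–60 minutes at room temperature; luminescence read, quantitative HTS format.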
* = called active by the depositor; i = inactive; ? = inconclusive; . = not tested or not shown; [ ] = remark or other dose. Unless noted, calls follow the shape of the dose curve; as a rule, active = well fitted curve in the direction sought with a large enough effect; inconclusive = small, poorly fitted or top-dose-only effect, or another doubt; inactive = no such curve, though single readings can be large; an effect the other way counts as inactive or inconclusive. Only part of the results is shown, so the mix of outcomes need not match the whole.

SMILES	GLP-1R agonist	aSyn rescue	KB-V1 MDR tox	GLP1R inv ag	DRD3 agonist	HEK293 tox	PTHR1 agonist	TDP-43 yeast inh	DRD3 antagonist
CCOc1ccc(N(CC)S(=O)(=O)N2CCCC(C(=O)Nc3ccc(NC(C)=O)cc3)C2)cc1 (stereo not given)	.	.	11.7%	-15.7%	-7.6	-13.0%	i	20.0%	.
Cc1oc2c(CN(C)C)c(O)ccc2c(=O)c1-c1cscn1	-5.1%	2.0%	13.3%	0.1%	-6.9	-3.5%	-5.8%[57.5 µM]	-29.2%	-11.8
NS(=O)(=O)c1ccc(CCNC(=O)c2ccc(NC3=NC4CS(=O)(=O)CC4S3)cc2)cc1 (stereo not given)	12.3%	-0.1%	-8.9%	7.6%	6.3	-6.6%	i	-7.9%	-6.5
COc1cccc(NC(=O)CN(C)C(=O)CC2CCCCC2)c1	0.4%	1.3%	-14.7%	-16.3%	-1.4	-2.5%	i	1.6%	13.0
O=C(CC(c1cccs1)N1Cc2ccccc2C1=O)Nc1ccccc1 (stereo not given)	3.0%	?	-5.9%	-28.7%	-1.4	-10.4%	2.4%	1.2%	.
Cc1ccnc(SCC(=O)N2CCN(C(c3ccccc3)c3ccccc3)CC2)n1	4.1%	-6.3%	-23.7%	-11.9%	6.3	-13.2%	-14.9%[57.5 µM]	3.2%	9.0
COc1ccc(CCNC(=O)CCCc2ccccc2)cc1	11.3%	1.1%	?	?	4.2	-5.3%	i	?	0.7
FC(F)(F)c1cccc(CN2CCN(c3ncccn3)CC2)c1	-0.5%	12.0%	-16.9%	12.5%	-0.3	-4.5%	i	-3.9%	-12.0
COc1ccc(CC(=O)NCc2n[nH]c(=S)n2-c2ccc(Br)cc2)cc1	0.8%	3.1%	2.0%	-24.1%	-9.7	-11.9%	6.8%	14.9%	-25.4
COc1ccc(NC(=S)NCc2ccc(Cl)cc2)c(OC)c1	5.8%	6.7%	-14.0%	?	-2.4	17.3%	-51.2%[inhibitor]	?	37.5
COc1ccc(NC(=O)c2sc3nc4c(cc3c2N)CCCCCC4)cc1	.	.	?	?	1.8	-11.4%	-37.3%[inhibitor]	?	.
CCOC(=O)Cn1cnc([N+](=O)[O-])n1	-6.6%	3.4%	-0.2%	-1.4%	0.4	1.8%	-5.7%[57.5 µM]	22.3%	-3.0
O=C(Cn1cnc2c(OCc3ccccc3)ncnc21)NCCCn1ccnc1	-2.0%	-5.0%	9.3%	12.1%	-22.8	-1.4%	-26.1%	2.3%	0.0
CCOc1ccc(CN2CCNC(=O)C2CC(=O)NCc2cc(C)n(C)n2)cc1 (stereo not given)	0.2%	0.4%	.	6.3%	0.3	5.9%	-3.4%	-21.5%	12.9
CC1(C)CC(=O)c2cc(OCC(=O)N3CCCCCC3)ccc2O1	-11.9%	10.2%	18.4µM*	0.0%	-11.8	4.8%	-22.9%[57.5 µM]	-14.7%	-71.0*
CC(CCc1ccccc1)NC(=O)CSc1n[nH]c(-c2ccccc2)n1 (stereo not given)	.	.	?	-21.2%	7.4	-10.0%	-14.9%	8.9%	.
COc1ccc(CCNC(=O)CCc2c(C)nc3c4cccnc4nn3c2C)cc1OC	.	.	14.2%	4.8%	-15.7	7.9%	-13.2%	14.4%	.
CCOCCCn1c(SCC(=O)NC2CCCC2)nc2ccccc2c1=O	0.6%	2.0%	-11.6%	-12.3%	5.3	-2.2%	3.2%	23.6%	-14.6
O=c1c2ccccc2nc(COc2ccccc2)n1/N=C/c1cc([N+](=O)[O-])ccc1O	-19.5%	-20.0%	7.31µM*	?	-3.9	?	-26.2%	-30.9%	1.7
Cc1oc2c(c1C(=O)Nc1ccc(C(=O)O)cc1)CCCC2	-3.8%	16.7%	-3.3%	2.5%	1.2	-16.3%	-1.3%[57.5 µM]	12.6µM*	17.1
Cc1noc(C)c1C(=O)Nc1ccccc1N1CCCC1	5.7%	-3.8%	20.2%	-14.5%	0.6	-12.0%	-24.6%	15.3%	1.0
Cc1ccc(NC(=O)CSc2nc3cc(C(=O)NCC4CCCO4)ccc3c(=O)n2CC2CCCO2)cc1 (stereo not given)	15.5%	2.3%	-18.1%	16.2%	1.9	-3.0%	-1.9%	?	-3.2
CC(C)(C)c1ccc(C(=O)NNc2cc(N3CCCCC3)nc(N3CCCCC3)n2)cc1	-8.9%	-1.7%	-16.0%	3.16µM*	-5.3	?	i	-0.8%	-7.2
OC(CN1CCN(Cc2ccccc2)CC1)c1ccccc1 (stereo not given)	2.4%	-1.8%	-24.1%	2.2%	-2.5	7.5%	4.5%	-15.1%	-21.6
Cc1cc(SCC(=O)N2c3ccccc3NC(=O)CC2C)nc2ccccc12 (stereo not given)	-2.1%	-1.0%	-9.6%	-7.6%	-0.5	-14.6%	-0.5%	0.9%	-21.2

Arranged by molecular weight (highest first): some entries from above.
SMILES	GLP-1R agonist	aSyn rescue	KB-V1 MDR tox	GLP1R inv ag	DRD3 agonist	HEK293 tox	PTHR1 agonist	TDP-43 yeast inh	DRD3 antagonist
NS(=O)(=O)c1ccc(CCNC(=O)c2ccc(NC3=NC4CS(=O)(=O)CC4S3)cc2)cc1 (stereo not given)	12.3%	-0.1%	-8.9%	7.6%	6.3	-6.6%	i	-7.9%	-6.5
OC(CN1CCN(Cc2ccccc2)CC1)c1ccccc1 (stereo not given)	2.4%	-1.8%	-24.1%	2.2%	-2.5	7.5%	4.5%	-15.1%	-21.6
Cc1noc(C)c1C(=O)Nc1ccccc1N1CCCC1	5.7%	-3.8%	20.2%	-14.5%	0.6	-12.0%	-24.6%	15.3%	1.0

(list continues)
SMILES	GLP-1R agonist	aSyn rescue	KB-V1 MDR tox	GLP1R inv ag	DRD3 agonist	HEK293 tox	PTHR1 agonist	TDP-43 yeast inh	DRD3 antagonist
Cc1cccc(NC(=O)NC2CCCc3ccccc32)c1 (stereo not given)	-1.1%	-1.7%	-7.6%	?	4.8	2.2%	-1.1%	5.3%	-6.7
CN(CC(=O)NCc1ccccn1)S(=O)(=O)c1ccc(Cl)cc1	10.9%	-8.7%	0.0%	0.1%	0.4	-7.2%	-0.6%[57.5 µM]	-3.5%	?
CC1(C(=O)NS(C)(=O)=O)CCN1C(=O)C/C=C/c1ccccc1 (stereo not given)	-3.7%	1.4%	6.4%	26.7%	-1.1	4.8%	-3.0%	14.9%	7.3
CCOc1ccc(S(=O)(=O)N(CC(=O)NCc2ccncc2)c2ccc(C)cc2)cc1	10.3%	0.7%	?	?	8.9	-16.8%	i	7.0%	10.9
O=C(COc1ccccc1)NCC(=O)NC1CCCCC1	-9.5%	-1.8%	13.6%	4.8%[0.307 µM]	1.7	-3.9%[0.307 µM]	-6.8%	7.8%	10.9
CCC(=O)N(Cc1cccs1)C1CCOC(C)(C)C1 (stereo not given)	-1.9%	-3.1%	0.0%	2.0%	0.0	-7.7%	-24.0%	-7.1%	-2.0
CN1CCN(Cc2nnc(-c3ccccc3)o2)CC1	-1.2%	-0.7%	-9.9%	-0.8%	3.2	-9.0%	i	9.0%	-4.7
O=C(NCc1cc([N+](=O)[O-])ccc1O)c1cccc(NS(=O)(=O)c2ccccc2)c1	-2.2%	-3.1%	16.6%	3.3%	6.5	7.7%	i	-12.2%	12.2
O=C(CSc1ccccn1)Nc1ccc(Br)cn1	9.2%	-10.5%	22.8%	3.9%	1.8	-5.6%	-8.2%	11.0%	-1.5
Cc1ccc(NC(=O)CNC(=O)Cn2cnc3sc(C)c(C)c3c2=O)cc1F	9.7%	?	-8.7%	30.3%[activator]	-5.5	-14.6%	i	-11.7%	13.3
Cc1ccccc1C(=O)NCC(=O)OCC(=O)NNC(=O)c1ccccc1F	-6.4%	-10.2%	17.9%	17.4%	-7.3	-6.4%	11.3%	-25.2%	?
O=C/C(=C\Nc1ccc(Cl)cn1)c1nc2cc(Cl)ccc2o1	-5.3%	-0.6%	-16.9%	-4.5%	0.1	-2.3%	-1.9%	12.6%	-4.5
CC(/C=N/NC(=O)c1c(Br)cnn1C)=C\c1ccccc1	3.9%	9.3%	0.9%	20.8%	1.6	4.4%	-4.0%	?	-2.9
COc1cccc(/C=C/C(=O)Nc2ccc(OC)nc2)c1	1.7%	-3.3%	18.4µM*	0.0%	0.6	-27.1%	-16.1%	15.0%	7.1
CCCN(C(=O)CSc1nnc(-c2ccoc2C)n1N)C1CCS(=O)(=O)C1 (stereo not given)	-8.3%	0.1%	13.5%	2.6%	-0.6	3.0%	i	-6.5%	-17.6
COc1ccc(S(=O)(=O)NNC(=O)c2cc3ccccc3o2)cc1	-11.9%	-1.1%	0.0%	-9.1%	5.8	7.5%	i	9.5%	1.7

Rewritten with two lines to a compound: 3 of the compounds above.
Each structure is followed by: GLP-1R agonist	aSyn rescue	KB-V1 MDR tox	GLP1R inv ag	DRD3 agonist	HEK293 tox	PTHR1 agonist	TDP-43 yeast inh	DRD3 antagonist
CC(/C=N/NC(=O)c1c(Br)cnn1C)=C\c1ccccc1
    3.9%	9.3%	0.9%	20.8%	1.6	4.4%	-4.0%	?	-2.9
COc1cccc(/C=C/C(=O)Nc2ccc(OC)nc2)c1
    1.7%	-3.3%	18.4µM*	0.0%	0.6	-27.1%	-16.1%	15.0%	7.1
CCCN(C(=O)CSc1nnc(-c2ccoc2C)n1N)C1CCS(=O)(=O)C1 (stereo not given)
    -8.3%	0.1%	13.5%	2.6%	-0.6	3.0%	i	-6.5%	-17.6
